Assay outcomes from PubChem.
hgDAF12 agonist – hgDAF-12 agonism, primary luciferase screen | HEK293 GAL4-hgDAF12 UAS-luciferase reporter, agonist luminescence; normalized to butyrate control | activation, % at 6.8 µM | hit rate 1.8% among 370,000 | AID 687014;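 active = activation above a cutoff set at the mean of all screened compounds plus 3 SD, cut at about 10% in these data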;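 also: 0% = DMSO wells and 100% = sodium butyrate wells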
DAX1 inh-1 – NR0B1 (DAX1) inhibition; HEK293 Gal4-DAX1 luciferase reporter, luminescence; AID 504766; inhibition, % at 6.75 µM; hit rate 0.99% among 340,000; P51843;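 active = inhibition above the mean over all tested compounds plus 3 SD, cut at about 4.2% in these data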;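 also: 0% = DAX1-transfected cells with DMSO and 100% = empty-vector control cells with DMSO; inhibition shows as a rise in luminescence from relieved DAX1 repression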
sPLA2-III inh – Inhibits HGIII-sPLA2 liposome hydrolysis, primary screen; QFRET BODIPY PC-A2 liposome hydrolysis, fluorescence; inhibition, % at 12.2 µM; hit rate 0.56% among 370,000; AID 743126;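 active = inhibition above mean plus 3 SD of compounds lying within the high and low control bounds, cut at about 19% in these data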;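 also: 0% = median of test compound wells and 100% = no enzyme DMSO wells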
ssDAF12 agonist – S. stercoralis DAF-12 activation, primary screen. HEK293 ssDAF-12/GRIP1 lit1-tk-luc reporter, luminescence; % of 3 µM dafachronic acid response. activation, % at 6.8 µM. hit rate 1% among 370,000;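 active = activation above the mean over all tested compounds plus 3 SD, cut at about 0.9% in these data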;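 also: 0% = DMSO-only wells and 100% = 3 µM delta7-dafachronic acid wells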
FXN GAA850 act – frataxin GAA850 promoter activation; hit rate 0.56% among 360,000; HEK293 lucGAA850 FXN promoter luciferase reporter, 24 h; percent of 10 µM SAHA response; AID 540364; activation, % at 6 µM;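 active = activation above the average of all compounds screened plus 3 SD, cutoff fixed separately per campaign, cut at about 7.5% in these data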;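 also: 0% = DMSO wells and 100% = 10 µM SAHA wells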
NPR2 activator – GC-B (human) receptor activation; HEK293-GC-B cells, CNP EC30, cGMP TR-FRET; 0% at EC30 CNP, 100% saturating CNP; activation, % at 10 µM; P20594; hit rate 0.11% among 370,000;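 active = activation at 10 µM reaching about 35% in either raw or pattern-adjusted values, limit read from the data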
Target sequence (P20594 whole entry, looked up): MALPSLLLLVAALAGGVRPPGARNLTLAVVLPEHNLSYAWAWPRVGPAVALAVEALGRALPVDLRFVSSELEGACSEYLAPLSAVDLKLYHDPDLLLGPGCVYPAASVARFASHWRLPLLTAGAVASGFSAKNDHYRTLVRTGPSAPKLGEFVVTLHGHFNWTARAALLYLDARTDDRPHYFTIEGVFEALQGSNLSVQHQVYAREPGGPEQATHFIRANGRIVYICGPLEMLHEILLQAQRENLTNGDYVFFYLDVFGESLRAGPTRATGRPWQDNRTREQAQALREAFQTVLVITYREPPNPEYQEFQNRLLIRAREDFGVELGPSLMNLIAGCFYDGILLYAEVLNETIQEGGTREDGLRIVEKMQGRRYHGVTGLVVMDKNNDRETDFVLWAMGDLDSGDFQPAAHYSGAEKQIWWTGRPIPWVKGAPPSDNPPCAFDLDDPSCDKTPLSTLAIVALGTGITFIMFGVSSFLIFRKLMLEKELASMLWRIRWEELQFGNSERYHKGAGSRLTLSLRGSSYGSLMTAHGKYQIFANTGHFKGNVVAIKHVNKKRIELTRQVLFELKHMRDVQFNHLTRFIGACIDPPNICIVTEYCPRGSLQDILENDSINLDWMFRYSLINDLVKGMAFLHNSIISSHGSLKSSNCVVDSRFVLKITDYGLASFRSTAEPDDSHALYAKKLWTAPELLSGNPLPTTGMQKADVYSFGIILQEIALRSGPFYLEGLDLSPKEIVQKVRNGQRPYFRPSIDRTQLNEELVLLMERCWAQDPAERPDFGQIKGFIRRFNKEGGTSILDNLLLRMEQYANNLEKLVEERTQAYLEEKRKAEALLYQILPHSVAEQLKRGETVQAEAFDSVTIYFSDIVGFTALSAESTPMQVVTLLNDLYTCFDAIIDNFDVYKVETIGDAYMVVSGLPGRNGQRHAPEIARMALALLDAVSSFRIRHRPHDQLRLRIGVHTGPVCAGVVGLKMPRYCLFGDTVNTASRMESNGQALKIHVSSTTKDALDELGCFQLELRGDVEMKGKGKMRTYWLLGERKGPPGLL
KLK7 zymogen act – activates the human kallikrein-7 zymogen. P49862. purified proKLK7, EDANS-DABCYL substrate fluorescence; 100% is mature enzyme control, 0% vehicle. activation, % at 7 µM. hit rate 0.9% among 370,000;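 active = activation above the mean of all tested compounds plus 3 SD, computed per campaign excluding outliers beyond control limits, cut at about 13% in these data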
hcDAF12 agonist – activators of H. contortus DAF-12 nuclear receptor | activation, % at 6.8 µM | hit rate 1.4% among 370,000 | AID 652067 | HEK293 hcDAF-12 lit1-tk-luc reporter, luminescence; 0% DMSO, 100% Δ7-dafachronic acid;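 active = activation above the mean of all tested compounds plus 3 SD, cut at about 5.5% in these data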;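 also: 100% = response to 3 µM Δ7-dafachronic acid high control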
DAX1 inh-2 – blocks DAX1 repression of SF-1 activated StAR promoter; inhibition, % at 6.8 µM; hit rate 1.1% among 370,000; HEK293T StAR-luciferase reporter, SF-1/DAX-1 repression relief; AID 652010;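 active = inhibition above the mean over all tested compounds plus 3 SD, cut at about 3.6% in these data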;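 also: 0% = DAX-1 cells with DMSO and 100% = cells lacking DAX-1 with DMSO; higher inhibition means more luminescence from relief of DAX-1 repression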
GC-A act – GC-A (human) enzyme activation | P16066 | activation, % at 10 µM | HEK293 GC-A cells, cGMP TR-FRET, EC30 ANP; 0% at EC30 ANP, 100% saturating ANP | hit rate 0.14% among 370,000; in the data active = activation above about 40%
SMARCA2 act – activators of SMARCA2 function; MG213 cells, MMTV-luciferase reporter, dexamethasone, overnight; activation, % at 9.1 µM; hit rate 1% among 370,000; AID 652017; in the data active = activation above about 7.8%;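 also: 0% = vehicle wells and 100% = reference activator wells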
* = called active by the depositor; nt = no result given.

Second line of a record – hgDAF12 agonist, DAX1 inh-1, sPLA2-III inh, ssDAF12 agonist, FXN GAA850 act, NPR2 activator, KLK7 zymogen act, hcDAF12 agonist, DAX1 inh-2, GC-A act, SMARCA2 act
- FC(F)(F)c1nc2ccccc2n2c(-c3ccc(Cl)cc3Cl)nnc12
→ -2.0, -0.6, -4, -1.5, -1.5, -8, 0.7, -1.7, -1.1, 0, 1
- CCC(=O)Nc1ccc(S(=O)(=O)N2CCc3ccccc3C2)cc1
→ -2.8, 0.6, -5, -0.6, 1.6, -1, 0.3, -0.9, -0.1, 2, 0
- COc1ccc(C(=O)NNC(=O)c2ccncc2)cc1[N+](=O)[O-]
→ -0.3, -1.1, 8, -1.0, 2.0, 3, -0.2, 0.8, 0.0, 3, -1
- CCCCSCCCNC(=O)Nc1ccc(C)c(C)c1
→ 1.3, 3.5, -13, -1.9, 1.1, 2, 0.1, 1.3, -0.1, -3, -2
- COC(CNC(=O)CCc1c(C)nc2c(-c3ccc(F)cc3)c(C)nn2c1C)OC
→ 0.2, -0.3, -1, -1.2, 0.0, -3, -0.1, -1.6, -0.2, -5, -4
- NC(=O)Cc1c[nH]c2cccc(O)c12
→ 0.0, -0.3, -2, -0.9, -4.6, 2, 0.1, -1.7, -0.8, -7, -2
- Cc1ccc(/C=C/C(=O)NCc2cccs2)c(C)c1
→ 8.8, 1.4, -1, -1.4, 2.1, 3, -0.6, 1.2, 0.5, -5, 3
- NC(=S)NN=Cc1ccc(-c2ccc(S(=O)(=O)Nc3ncccn3)cc2)o1
→ -1.8, 3.4, -10, -0.5, -0.4, 1, 1.2, 2.7, 0.2, 5, -1
- Cc1ccc(NC(=O)CN(C)C(=O)c2ccccn2)cc1
→ 0.4, 1.0, 4, -1.1, 2.3, 7, 0.1, 0.1, 0.7, -1, -2
- COc1cc(/C=C(\C#N)c2nc3ccccc3[nH]2)ccc1Oc1ccc([N+](=O)[O-])cn1
→ 2.5, -0.3, -7, -1.2, -0.5, 8, -1.7, -0.5, -0.9, 12, 3
- CC(NCc1cccs1)c1ccccc1 (stereo not given)
→ -2.6, 0.5, 0, -1.2, 3.0, -1, 0.0, -0.5, -0.1, -1, 2
- CCCCC(=O)Nc1ccc(C(=O)Nc2cccnc2)cc1
→ 1.1, -0.8, -2, -1.4, 2.1, -4, -0.2, 0.1, 0.5, -2, 0
- N#CCCCC1(CCCC#N)OCCO1
→ 1.2, 1.2, 3, -1.2, 2.5, 4, -0.8, -1.5, -0.6, -1, -3
- O=C(NCc1ccncc1)C(=O)NCC1OCCN1S(=O)(=O)c1ccc(Cl)cc1 (stereo not given)
→ -1.5, 0.1, 3, -0.6, 0.6, -2, -0.2, -0.7, -0.2, -1, -3
- CC(=O)Nc1ccc(S(=O)(=O)NCCc2ccc3c(c2)OCCO3)cc1
→ -2.2, 0.6, 11, -1.4, -1.4, 2, 0.4, -1.1, -0.3, -1, -2
- O=C(CN1CCOCC1)Nc1ccc(Cl)cc1
→ -0.7, 1.3, -2, -0.9, 0.9, 4, -0.1, -1.0, 0.4, 0, 0
- COCCNC(=O)c1ccccc1NC(=O)c1ccccc1N(C)S(C)(=O)=O
→ -2.2, 0.3, 9, -1.1, -3.6, 3, -0.1, 2.7, -0.1, 5, -2
- COc1cc(OC)c(C2SCCCS2)cc1OC
→ 0.1, -0.1, -4, -1.1, 1.1, -2, -0.2, 0.2, -0.4, 1, 2
- Cc1ccc(-n2nc3c([n+]2[O-])CCc2c-3no[n+]2[O-])cc1
→ -0.6, 0.0, 8, -1.3, -11, 7, 0.3, -0.9, 0.0, 6, 0
- Cc1cccc(N2CCN(C(=O)c3cc4c(=O)[nH]c5ccccc5c4n3C)CC2)c1C
→ -1.4, -0.4, 4, -0.9, 2.9, 6, -1.1, 0.7, 0.2, 4, -2
- CC1(C)N=C2C(=[N+]1[O-])CCC/C2=N\O
→ 0.1, 1.5, 1, -0.5, -1.7, 2, 0.4, -0.8, -0.2, 2, -1
- O=C(N/N=C/c1ccccc1F)c1csc2c1CCCC2
→ 9.0, 1.5, 4, 0.9, 6.0, -2, 0.6, 3.4, 3.6, 1, 12*
- Cc1ccc(S(=O)(=O)Nc2cccc3ncccc23)cc1
→ -0.9, 0.7, 2, -0.9, 0.7, -3, 0.2, 0.2, -0.8, -1, -3
- N#CCOC(=O)c1cc(S(=O)(=O)N2CCCCC2)ccc1N1CCOCC1
→ 0.6, -0.9, 11, -1.3, 0.6, 3, 0.1, -0.9, -2.3, 2, -2
- O=C(O)c1ccc(-n2cccn2)c([N+](=O)[O-])c1
→ -1.4, 0.0, 1, 0.6, 0.7, 5, -0.5, 1.3, -0.5, 0, -3
- Cc1cc(C(=O)CCC(=O)N2CCN(c3ccccc3F)CC2)c(C)s1
→ 1.1, -0.8, -6, -1.0, 1.4, -1, -0.3, -0.5, -0.1, -2, -2
- COC(=O)C[C@@H]1C[C@@H]2c3cc(NC(=O)Cc4ccncc4)ccc3O[C@@H]2[C@@H](CO)O1
→ 0.0, 2.9, 4, -1.6, 0.9, 1, 0.5, -1.8, 1.0, 0, -4
- COCCNC(=O)c1ccc(CS(=O)(=O)c2ccccc2C)o1
→ 0.0, 0.5, 0, -1.0, 3.3, 4, -0.2, -0.7, 0.2, 0, 0
- Cc1ccc(S(=O)(=O)/N=C(/Nc2cccc(C(=O)O)c2)c2ccccc2)cc1
→ 1.1, 2.8, -2, -0.2, 0.7, 5, 1.3, -0.1, -0.2, 4, -3
- CCOc1ccc(C(=O)N2CCN(Cc3ccccc3)CC2)cc1OCC
→ 2.2, 0.0, -2, -1.2, 2.9, 6, 0.3, -1.5, 0.3, 5, 2

Record cards (already shown). Screens in order: hgDAF12 agonist	DAX1 inh-1	sPLA2-III inh	ssDAF12 agonist	FXN GAA850 act	NPR2 activator	KLK7 zymogen act	hcDAF12 agonist	DAX1 inh-2	GC-A act	SMARCA2 act
CCCCSCCCNC(=O)Nc1ccc(C)c(C)c1 is listed with 1.3	3.5	-13	-1.9	1.1	2	0.1	1.3	-0.1	-3	-2
COc1ccc(C(=O)NNC(=O)c2ccncc2)cc1[N+](=O)[O-] is listed with -0.3	-1.1	8	-1.0	2.0	3	-0.2	0.8	0.0	3	-1
COCCNC(=O)c1ccc(CS(=O)(=O)c2ccccc2C)o1 is listed with 0.0	0.5	0	-1.0	3.3	4	-0.2	-0.7	0.2	0	0
Cc1ccc(-n2nc3c([n+]2[O-])CCc2c-3no[n+]2[O-])cc1 is listed with -0.6	0.0	8	-1.3	-11	7	0.3	-0.9	0.0	6	0
O=C(O)c1ccc(-n2cccn2)c([N+](=O)[O-])c1 is listed with -1.4	0.0	1	0.6	0.7	5	-0.5	1.3	-0.5	0	-3

Returning to the listing; the 2 compounds before the break are reprinted first.
Second line of a record – hgDAF12 agonist, DAX1 inh-1, sPLA2-III inh, ssDAF12 agonist, FXN GAA850 act, NPR2 activator, KLK7 zymogen act, hcDAF12 agonist, DAX1 inh-2, GC-A act, SMARCA2 act
- Cc1ccc(S(=O)(=O)/N=C(/Nc2cccc(C(=O)O)c2)c2ccccc2)cc1
→ 1.1, 2.8, -2, -0.2, 0.7, 5, 1.3, -0.1, -0.2, 4, -3
- CCOc1ccc(C(=O)N2CCN(Cc3ccccc3)CC2)cc1OCC
→ 2.2, 0.0, -2, -1.2, 2.9, 6, 0.3, -1.5, 0.3, 5, 2
- CCCNC(=O)CN1CCC(c2nc3ccccc3[nH]2)CC1
→ -1.1, 0.0, 6, -0.8, 0.0, 7, 0.2, 0.0, -0.3, 3, 2
- CC1(C)COC2(OC1)C(=O)N(CN1CCOCC1)c1ccccc12
→ -0.8, 1.4, 3, -1.4, 5.7, 3, -0.9, -1.2, 0.1, 2, 1
- O=C(c1cc(-c2ccc(Cl)cc2)nc2ccccc12)N1CCC1
→ -1.5, -0.8, -9, -1.3, -1.8, 7, -0.3, -2.7, -1.2, 4, -2
- OC(COCc1ccc(Cl)cc1)CN1CCCCC1 (stereo not given)
→ 1.7, 0.9, 16, -1.3, 2.2, 6, -0.6, 2.0, 2.1, 6, -1
- Cc1ccn2c(NCc3ccccc3)c(-c3cccs3)nc2c1
→ 11*, 0.5, 8, -1.0, 3.4, -1, -85, 3.4, 0.4, 1, 7
- CC1(C)Cc2c(C#N)c(SCC(=O)O)nc(N3CCOCC3)c2CO1
→ -2.1, 1.8, 4, -1.1, 0.3, 2, 1.1, -0.9, -0.9, 3, -3
- O=C(c1sc2cc(F)ccc2c1Cl)N1CCN(c2ccccc2)CC1
→ 0.3, 0.1, 12, -0.8, 2.4, 1, -0.7, 0.0, -0.4, -1, -3
- COc1ccc(C2C3=C(CCCC3=O)Nc3nc(-c4cc(OC)c(OC)c(OC)c4)nn32)cc1OC (stereo not given)
→ -0.7, -0.3, 0, -1.6, 0.7, -11, -0.3, -0.5, -0.2, 1, -2
- O=C(CNc1ccc(F)cc1F)NC(=O)NCc1ccco1
→ -1.2, 3.9, 0, -1.3, 1.1, -10, 0.3, 0.0, 0.3, 0, -4
- CCOc1ccccc1NC(=S)N1CCN(c2ccccc2F)CC1
→ -2.7, -1.4, 11, -1.4, 0.8, 7, 0.1, -1.9, -0.3, 0, 2
- COc1ccc2c(c1)CO[C@@]21O[C@H](CCO)C[C@H](O)[C@H]1O
→ 1.5, nt, -1, -1.2, nt, -2, 0.3, 1.9, -0.5, 3, -3
- CN1CCC(OC(=O)COc2ccc(C(C)(C)C)cc2)CC1
→ -1.2, 2.0, 2, -1.2, -2.0, 2, 0.5, -0.7, -0.7, -3, -2
- CCC(C(=O)OC)n1cnc2c(nnn2-c2cccc(Cl)c2)c1=O (stereo not given)
→ 0.5, 0.2, 4, -1.2, -1.9, 0, -0.1, 3.6, -0.2, 2, 6
- CC(=O)OC1CCC2C3CCC4=CC(=O)CCC4(C)C3CCC2(C)[C@]1(C)O (stereo not given in full)
→ -0.7, -0.7, 9, -1.1, 1.6, 2, 0.3, -1.4, 0.2, 1, 0
- CCOc1nc2cnccc2n(CC(=O)Nc2ccccc2C(=O)OC)c1=O
→ 2.5, 0.1, 5, -0.6, 2.5, -2, -0.6, 1.3, -0.3, -1, -2
- COc1ccc(-c2coc3c(C(=O)NC(C)C)cccc23)c(C)c1
→ -3.1, nt, 9, -1.2, -0.1, -5, -0.1, -1.6, -1.1, 4, -4
- CC1Cc2ccccc2N1CC(=O)Nc1ccc(N2CCOCC2)cc1 (stereo not given)
→ 0.4, 0.4, 6, -0.6, -0.4, 8, 0.5, 1.1, -0.3, 2, -2
- CCOc1ccc(N2CC(C(=O)Nc3cc(S(=O)(=O)N4CCCCC4)ccc3C)CC2=O)cc1 (stereo not given)
→ -1.8, -0.6, -5, -1.7, 1.3, -3, 0.3, -0.6, -2.6, 4, -1
